# Rab9 prom act = activates the Rab9 promoter; Huh7 Rab9 promoter-luciferase reporter, luminescence, 24 h; Potency, µM (top dose mostly 9.22 µM), for inactives: top-dose activation, negative = inhibition, actives largely listed as activators; 320,000 compounds, 2.8% hits; AID 485297; further: potency means the concentration at half of the fitted maximal effect; % of control where 0% means no effect; nearly all actives have a fitted effect of over 60% in size
#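 Luminescence from Amplite-detected luciferase (10 minutes, ambient) reports Rab9 promoter activation. Before that, stable Rab9-luciferase Huh7 cells (1500/well, reduced-serum OP-MEM I plus 10% FBS) were exposed to compound for 24 hours at 37C.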
# FBPA coupling cs = coupling enzyme interference in Giardia aldolase counter-screen; coupling enzyme system counterscreen, AmpLite Red fluorescence; activity change, negative = inhibition, % at 58.2 µM, hits read low; 290,000 compounds, 0.67% hits; AID 2472; in the data active means activity change below about -30%; further: on the % scale 0 is the no-effect control and ±100 the full control effect
#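 Compounds tested against the coupling enzymes alone at 57.5 uM final; readout was AmpLite Red fluorescence (525/598 nm) after 20 min at RT.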
# Giardia kill = kills Giardia lamblia; Giardia lamblia trophozoite viability; activity change, % at 7.66 µM, hits read low; 340,000 compounds, 0.15% hits; AID 540267; in the data active means activity change below about -80%; inconclusive means between about -30% and that limit;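 further: parasites exposed to compound for two days anaerobically before the ATP read; on the % scale 0 is the no-effect control and ±100 the full control effect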
#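 ATP-content bioluminescence gauges trophozoite survival. Cells (100/well) receive compound and incubate anaerobically for 48 hrs at 37 deg C; detection reagent follows for 15-30 min at room temperature.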
# uPA generation = inhibitors of cell surface uPA generation. cell surface uPA generation assay, qHTS. AID 540303. Potency, µM (top dose mostly 38.3 µM), inactives show top-dose activity change, negative = inhibition, most hits filed as inhibitors. 330,000 compounds, 0.31% hits; active means well fitted inhibition curve with a large enough effect; inconclusive means small, poorly fitted or top-dose-only effect; inactive means no such curve, though single readings can be large or run the other way; tested in mouse RAW 264.7 cells; further: potency means the concentration at half of the fitted maximal effect; on the % scale 0 is the no-effect control and ±100 the full control effect; nearly all actives have a fitted effect of over 55% in size
# Gal4-VP16 FLuc = counter-screen for ROR gamma inhibitors: Gal4-VP16 reporter | Drosophila S2 Gal4-VP16 UAS-luciferase, luminescence, 20 h | 310,000 compounds, 3.5% hits | Potency, µM (highest dose often 53.6 µM), without a hit: at the top dose activity, negative = inhibition, most hits filed as inhibitors;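 further: Gal4-VP16 expression switched on by copper sulfate through the metallothionein promoter; potency means the concentration at half of the fitted maximal effect; on the % scale 0 is the no-effect control and ±100 the full control effect; nearly all actives have a fitted effect of over 50% in size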
# RORg inh = inhibitors of mouse ROR gamma transcriptional activity; Potency, µM (titrated, usually from 53.6 µM), for inactives: top-dose activity change, negative = inhibition, hits mostly inhibitors; 310,000 compounds, 5.4% hits; Drosophila S2 Gal4-RORgamma UAS-luciferase reporter, 20 h; P51450; AID 2551; further: potency means the concentration at half of the fitted maximal effect; on the % scale 0 is the no-effect control and ±100 the full control effect; nearly all actives have a fitted effect of over 60% in size
#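 Drosophila Schneider cells stably carrying a metallothionein-driven Gal4 DBD–ROR gamma fusion and a UAS-Photinus luciferase reporter were exposed to compound for 1 hr, then induced with copper sulfate (700 uM final) for 20 hr at ambient temperature before luminescence reading.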
# NPC1 prom act = activators of NPC1 promoter. 320,000 compounds, 2.4% hits. AID 485313. Huh7 NPC1 promoter luciferase reporter, 24 h. Potency, µM (doses to about 9.22 µM), for inactives: top-dose activation, actives largely listed as activators;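 further: potency means the concentration at half of the fitted maximal effect; % of control where 0% means no effect; nearly all actives have a fitted effect of over 60% in size; reporter is driven by a mutant NPC1 promoter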
#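 Huh7 cells stably carrying NPC1 promoter–luciferase, plated in Opti-MEM with 10% FBS for 2 h, were exposed to compound in DMSO for 24 h at 37 °C; luciferase reagent was added for 10 min and luminescence read.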
# FLuc modulator = counter-screen for miR-21 project: firefly luciferase inhibitors or activators | purified FLuc, Km substrates, luminescence inhibition | Potency, µM (highest dose often 57.5 µM), for the others: top-dose activity change, negative = inhibition, hits mostly inhibitors | 360,000 compounds, 6.9% hits | P08659;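 further: potency means the concentration at half of the fitted maximal effect; plate controls were vehicle for no effect and reference inhibitor for full effect; nearly all actives have a fitted effect of over 55% in size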
# Target sequence (P08659 whole entry, looked up): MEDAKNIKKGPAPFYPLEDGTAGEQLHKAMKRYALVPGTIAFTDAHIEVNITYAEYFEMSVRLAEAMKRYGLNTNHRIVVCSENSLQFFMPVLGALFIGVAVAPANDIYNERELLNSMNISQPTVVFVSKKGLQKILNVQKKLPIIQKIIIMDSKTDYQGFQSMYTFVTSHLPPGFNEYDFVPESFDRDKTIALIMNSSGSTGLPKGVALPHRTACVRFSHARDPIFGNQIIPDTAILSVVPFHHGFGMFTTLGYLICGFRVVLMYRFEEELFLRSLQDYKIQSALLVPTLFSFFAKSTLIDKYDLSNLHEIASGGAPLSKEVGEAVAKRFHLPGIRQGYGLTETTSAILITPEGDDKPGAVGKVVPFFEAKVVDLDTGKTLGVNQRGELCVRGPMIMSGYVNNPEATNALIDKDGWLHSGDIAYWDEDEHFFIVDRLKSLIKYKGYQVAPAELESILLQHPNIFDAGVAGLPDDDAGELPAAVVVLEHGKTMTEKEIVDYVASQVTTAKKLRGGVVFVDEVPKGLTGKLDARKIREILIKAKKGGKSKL
#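 Purified P. pyralis luciferase (10nM final) with 10uM D-luciferin and 10uM ATP (Km levels) in 50mM Tris acetate pH 7.5, 10mM Mg acetate, 0.01% Tween-20, 0.05% BSA; qHTS 6-point titration, ~60 µM downward; luminescence read.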
# ELG1 genotoxic = induces genotoxicity in HEK293T cells with luciferase-tagged ELG1; HEK293T ELG1-luciferase reporter, luminescence, 16 h; Potency, µM (titrated, usually from 46 µM), inactives show at the highest dose activity change, positive = activation, hits mostly activators; 330,000 compounds, 1.3% hits; AID 504466; further: potency means the concentration at half of the fitted maximal effect; % of control where 0% means no effect; nearly all actives have a fitted effect of over 60% in size
#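 Reporter readout depends on ELG1 protein level, which increases with genetic stress. After 16 hr compound exposure at 37 °C, luciferase activity was quantified using ONE-Glo.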
# KCNH2 3.1 inh = inhibitors of human KCNH2 3.1 potassium channel isoform | AID 720553 | U2OS KCNH2 3.1, thallium flux FluxOr; active compounds read low | 340,000 compounds, 0.95% hits | activity change, % (tested at about 1.8 µM);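 active means maximum activity change below -70%; inconclusive means maximum activity change from -70% to -50%; inactive means maximum activity change above -50%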;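 further: thallium influx rate constant from kinetic fluorescence after stimulation buffer; on the % scale 0 is the no-effect control and ±100 the full control effect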
#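 Steps: virus added to U2OS suspension (4 h, RT, dark); medium with 10% FBS added, cells plated, 37 C overnight; FluxOr/Red40 loading buffer 45 min RT; stimulation buffer, 2 min kinetic read; rate constant normalized.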
# Tb PFK block = blocks T. brucei phosphofructokinase; 330,000 compounds, 0.17% hits; T. brucei PFK, ADP-Glo luminescence; O15648; AID 485367; Potency, µM (series often up to 57.5 µM), for the others: at the highest dose activity, negative = inhibition, hits mostly inhibitors;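 further: potency means the concentration at half of the fitted maximal effect; 0% = uninhibited 1x PFK enzyme wells and -100% = no-enzyme wells; nearly all actives have a fitted effect of over 60% in size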
# Target sequence (O15648 whole entry, looked up): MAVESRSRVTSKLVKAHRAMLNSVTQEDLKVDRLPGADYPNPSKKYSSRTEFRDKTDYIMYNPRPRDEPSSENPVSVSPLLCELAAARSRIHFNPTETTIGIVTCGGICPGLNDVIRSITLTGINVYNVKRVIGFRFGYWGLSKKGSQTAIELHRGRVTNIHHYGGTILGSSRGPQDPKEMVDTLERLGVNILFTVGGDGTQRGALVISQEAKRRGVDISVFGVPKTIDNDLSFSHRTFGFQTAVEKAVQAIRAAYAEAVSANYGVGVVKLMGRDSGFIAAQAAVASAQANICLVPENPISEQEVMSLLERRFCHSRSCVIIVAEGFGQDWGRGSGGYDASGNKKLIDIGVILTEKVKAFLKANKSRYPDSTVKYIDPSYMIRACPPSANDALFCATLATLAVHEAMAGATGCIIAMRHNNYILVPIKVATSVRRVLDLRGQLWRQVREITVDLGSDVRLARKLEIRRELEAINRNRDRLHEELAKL
#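 Compounds were pin-transferred as a titration series up to 57 uM into substrate buffer (0.5 mM F6P, 0.1 mM ATP, pH 8.0), then 1.25 nM PFK was added and reactions ran 45 min before ADP-Glo detection.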
# * = called active by the depositor; ? = inconclusive; / = not tested or not shown; [ ] = dose if it differs, or a comment. Unless noted, the call rests on the fitted dose curve; in most records, active means well fitted curve in the direction sought with a large enough effect; inconclusive means small, poorly fitted or top-dose-only effect, or another doubt; inactive means no such curve, though single readings can be large; an effect the other way counts as inactive or inconclusive.
1. COCCNC(=S)N(CCc1c(C)[nH]c2ccccc12)Cc1cccnc1
2. Nc1nc(C2CCCN2S(=O)(=O)c2ccc(Cl)cc2)cs1 (stereo not given)
3. COc1ccc(S(=O)(=O)N(C)C)cc1NC(=O)COC(=O)c1nn(C)c(=O)c2ccccc12
4. CCc1cc2c(=O)oc(-c3ccc(Br)cc3)nc2s1
5. Cc1[nH]n(-c2ccccc2)c(=O)c1/C=N/NC(=O)c1ccoc1C
6. Cc1ccc(C(=O)OCC(=O)N(CC(C)C)c2c(N)n(Cc3ccccc3)c(=O)[nH]c2=O)cc1[N+](=O)[O-]

entry no.,1,2,3,4,5,6
Rab9 prom act,-2%[1.84 µM],-1%,-2%,18%,-37%[inhibitor],-1%
FBPA coupling cs,-1,-3,3,0,-1,/
Giardia kill,5,1,17,2,1,17
uPA generation,-3%,-1%,1%,4%,-16%,1%
Gal4-VP16 FLuc,7%,12%,-4%,-3%,1µM*,/
RORg inh,-5%,-8%,13%,25%,0.25µM*,/
NPC1 prom act,1%,-4%,-6%,14%,-21%,-2%
FLuc modulator,-1%,-1%,-2%,6µM*,21µM*,2%
ELG1 genotoxic,1%,-2%,-1%,-1%,?,0%
KCNH2 3.1 inh,-4,0,5,9,-2,4
Tb PFK block,-1%,-3%,-3%,1%,-4%,10%

7. COc1ccc(C(=O)NC(=S)N2CC(C)OC(C)C2)cc1OC (stereo not given)
8. Cn1c(CCC(=O)Nc2ccc(F)cc2)nc2cc(S(=O)(=O)N3CCOCC3)ccc21
9. CC(C)(C)n1nnnc1C(c1ccc(F)cc1)N(Cc1ccc(F)cc1)Cc1ccco1 (stereo not given)
10. CCCCOc1ccc(CN(C)c2ncnc(N)n2)cc1
11. O=C(C1CC1)N1N=C(c2ccc(Cl)cc2)CC1(O)C(F)(F)F (stereo not given)
12. COc1ccc(C(=O)NCC(c2ccco2)N2CCc3ccccc32)cc1 (stereo not given)

entry no.,7,8,9,10,11,12
Rab9 prom act,-2%,-6%,-8%,16%,2%,-11%
FBPA coupling cs,0,/,-2,0,2,/
Giardia kill,-17,10,7,-10,-5,6
uPA generation,-3%,2%,-1%,?,8%,-12%
Gal4-VP16 FLuc,?,/,-11%[0.365 µM],27%,-1%,/
RORg inh,7.9µM*,/,11µM*,?,0%,/
NPC1 prom act,2%,-1%,-5%,1%,-3%,-18%
FLuc modulator,2%,3%,1%,?,-10%,-24%
ELG1 genotoxic,0%,-10%,-2%,9%,6%,11%
KCNH2 3.1 inh,2,-8,-15,5,-11,7
Tb PFK block,-1%,1%,-2%,-3%,-2%,6%

13. COc1cccc2cc(C(=O)NC(C)C3CCCO3)c(=O)oc12 (stereo not given)
14. O=C1CCCN1CCCNC(=S)Nc1cccc2ccccc12
15. CCCc1cc(=O)[nH]c(SCc2ccc(Cl)cc2)n1
16. CCOCCc1nn2c(=O)cc(CSCC(=O)Nc3ccc(OC)cc3)nc2s1
17. COC(=O)Cc1c(O)ccn(CCc2ccccc2)c1=O
18. COc1ccc(OC)c(NC(=O)CSc2nc(=O)n(CCN3CCOCC3)c3c2CCC3)c1

entry no.,13,14,15,16,17,18
Rab9 prom act,?,1%,4%,-1%,0%,-5%
FBPA coupling cs,-1,-2,8,/,-2,/
Giardia kill,-6,8,-4,0,-1,-3
uPA generation,/,-10%,1%,1%,/,-2%
Gal4-VP16 FLuc,14%,3%,11%,-8%,7%[10 µM],/
RORg inh,0%,0%,-30%,4%,-8%,/
NPC1 prom act,10%,2%,2%,-3%,-5%,-2%
FLuc modulator,?,0%,1%,2%,0%,-1%
ELG1 genotoxic,10%,0%,1%,1%,-1%,1%
KCNH2 3.1 inh,0,-3,2,-22,-8,-33
Tb PFK block,-4%,0%,-3%,1%,-7%,-6%

19. Cc1cc(C)n(S(=O)(=O)c2ccc(C(C)(C)C)cc2)n1
20. CC(NC(=O)c1cc2cc([N+](=O)[O-])ccc2oc1=O)C1CCCO1 (stereo not given)
21. Cc1cc([N+](=O)[O-])ccc1NC(=S)NC(=O)Cc1ccccc1
22. CC(NC(=O)CCSc1nc(-c2ccc3c(c2)OCO3)cc(C(F)(F)F)n1)c1ccccc1 (stereo not given)
23. Cc1nn2c(NCCN(C)C)c3c(nc2c1-c1ccccc1)CCCC3
24. COc1ccc(C(=O)COc2ccccc2N2C(=O)C3C4C=CC(C4)C3C2=O)cc1 (stereo not given)

entry no.,19,20,21,22,23,24
Rab9 prom act,-8%,-3%,-1%,0%,-16%,?
FBPA coupling cs,3,2,-5,4,0,1
Giardia kill,-9,10,2,-22,-6,-4
uPA generation,/,4%,6%,4%,-11%,0%
Gal4-VP16 FLuc,5%,-18%,?,-6%,0.45µM*,-1%
RORg inh,20%,-11%,22µM*,-18%,?,?
NPC1 prom act,-4%,-4%,-6%,-1%,-3%,?
FLuc modulator,3%,-3%,0%,11%,3%,0%
ELG1 genotoxic,1%,3%,0%,-6%,0%,?
KCNH2 3.1 inh,0,10,-5,-19,0,-6
Tb PFK block,-3%,-5%,-2%,-3%,0%,1%

25. O=C(Nc1ccccn1)c1c(O)c2cccc3c2n(c1=O)CCC3
26. COc1ccc(N)cc1C#N
27. Cc1ccc(C(=O)NCCNC(=O)Cc2ccccc2)cn1
28. N#Cc1c(-c2ccccc2)nc(-c2ccccc2)[nH]c1=O
29. O=C(c1ccco1)N1CCN(C(c2ccccc2F)c2nnnn2Cc2cccs2)CC1 (stereo not given)
30. CCc1ccc(OCC2c3cc(OC)c(OC)cc3CCN2C(=S)NCCOC)cc1 (stereo not given)

entry no.,25,26,27,28,29,30
Rab9 prom act,?,-4%,0%,9%,-1%,-1%
FBPA coupling cs,-1,-2,2,10,7,0
Giardia kill,-13,?,6,?,-24,-19
uPA generation,3%,8%,5%,-6%,-2%,-7%
Gal4-VP16 FLuc,-9%,1%,-3%,-8%,2%,-12%
RORg inh,-5%,-11%,3%,12%,5%,20%[10 µM]
NPC1 prom act,?,1%,2%,0%,5%,0%
FLuc modulator,-10%,0%,-1%,1%,0%[2.3 µM],-1%
ELG1 genotoxic,3%,-3%,-1%,-1%,-5%,0%
KCNH2 3.1 inh,-1,12,-1,-7,-13,-22
Tb PFK block,0%,3%,-1%,0%[0.46 µM],0%,-2%

31. Cc1ccc(C)c(NC(=O)CCC(=O)N/N=C2/CC(=O)CC(C)(C)C2)c1
32. CN1CCN(NC(=O)/C=C/c2cccc(Cl)c2)CC1
33. CN(c1ccccc1)c1nc(N)c([N+](=O)[O-])c(NCc2ccccc2)n1
34. c1nc(C2CCCCC2)cc2cc3c(cc12)OCO3
35. O=C1CC(C(=O)N2CCc3ccccc32)CN1c1ccc(F)cc1 (stereo not given)
36. CN(C)S(=O)(=O)NC(=O)C1=C(N2CCCC2)COC1=O

entry no.,31,32,33,34,35,36
Rab9 prom act,-1%,0%,-1%,/,4%,/
FBPA coupling cs,1,/,0,/,3,/
Giardia kill,-6,-7,4,-14,10,3
uPA generation,6%,4%,2%,4%,0%,1%
Gal4-VP16 FLuc,4%,-9%,-3%,/,-11%,/
RORg inh,8%,-14%,1%,/,3%,/
NPC1 prom act,-2%,-5%,0%,/,1%,/
FLuc modulator,3%,-2%,-26%,/,1%,/
ELG1 genotoxic,-3%,14%,1%,?,0%,1%
KCNH2 3.1 inh,23,-2,10,-2,12,32
Tb PFK block,-1%,-3%,2%,-4%,-4%,0%

# Values in list order from the list.
# Entries 29–33 in uPA generation: -2%, -7%, 6%, 4%, 2%
# Entries 29–33 in FBPA coupling cs: 7, 0, 1, /, 0
# Entries 29–33 in NPC1 prom act: 5%, 0%, -2%, -5%, 0%

# (cont.)
37. CCOC(=O)c1ccc(-c2c(-c3ccc4c(c3)OCO4)noc2-c2ccsc2)cc1F
38. CCN(CC(=O)Nc1c(C(=O)OC)[nH]c2ccc(Cl)cc12)c1ccc2c(c1)OCO2
39. CCOC(=O)N1CCN(C(=O)c2ccc3c(c2)N(Cc2ccc(C)cc2)CCS3)CC1
40. COCCNC(=O)Nc1ccc2c(c1)N(C)C(=O)c1ccccc1S2
41. CCOC(=O)N1CCC(c2[nH][nH]c(=O)c2C)CC1

entry no.,37,38,39,40,41
Rab9 prom act,0%,9%,-3%,0%,-4%
FBPA coupling cs,-1,-6,-2,7,2
Giardia kill,2,-28,-3,2,11
uPA generation,-8%,-7%,-11%,6%,6%
Gal4-VP16 FLuc,-8%,-2%,?,-10%,-8%
RORg inh,-36%,45%,-21%,17%,6%
NPC1 prom act,-6%,4%,2%,-9%,0%
FLuc modulator,1%,-11%,-1%,2%,2%
ELG1 genotoxic,-5%,-22%,-14%,0%,0%
KCNH2 3.1 inh,12,-10,15,31,-9
Tb PFK block,-2%,1%,0%,0%,1%
